# Screening results (PubChem BioAssay)
# D1 ag: human D1 receptor agonism; hit rate 1% among 360,000; AID 504660; HEK293 T-REx D1 cells, calcium flux, agonist mode; activation, % at 2 µM; P21728; in the data active = activation above about 30%; note: 0% is about no effect
# Target sequence (P21728 whole entry, looked up): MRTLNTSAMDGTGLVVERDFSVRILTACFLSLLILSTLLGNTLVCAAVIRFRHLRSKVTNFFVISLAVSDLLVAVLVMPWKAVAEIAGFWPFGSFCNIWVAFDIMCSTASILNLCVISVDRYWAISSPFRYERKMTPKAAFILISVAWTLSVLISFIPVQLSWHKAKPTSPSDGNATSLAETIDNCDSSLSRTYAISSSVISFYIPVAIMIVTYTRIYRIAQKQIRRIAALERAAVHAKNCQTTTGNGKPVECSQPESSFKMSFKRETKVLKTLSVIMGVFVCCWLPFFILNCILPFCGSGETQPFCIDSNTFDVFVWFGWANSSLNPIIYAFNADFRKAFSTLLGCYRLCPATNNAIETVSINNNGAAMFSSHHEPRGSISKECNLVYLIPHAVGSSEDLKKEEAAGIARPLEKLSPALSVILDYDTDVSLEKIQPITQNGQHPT
#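 Tetracycline-induced HEK293 TREx D1 cells, force-coupled to calcium signalling, were dye-loaded with a no-wash calcium kit. Compound was pin-added after a 10 s baseline. Fluorescence was read kinetically at 1 cycle/s for 180 s, with calcium rises flagged as agonism.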
# RXFP1 agonist: agonists of human relaxin receptor RXFP1; AID 2676; Potency, µM (doses to about 57.5 µM), without a hit: at the highest dose activation, hits mostly activators; HEK293T-RXFP1 cAMP TR-FRET, 30 min; response scale: percent of porcine relaxin response, buffer zero; hit rate 0.3% among 370,000; Q9HBX9; active = well fitted activation curve with a large enough effect; inconclusive = small, poorly fitted or top-dose-only effect; note: potency is the fitted concentration of half-maximal effect; % is set by controls: 0 for no effect and ±100 for the full control effect; nearly all actives have a fitted effect of over 60% in size; many of its hits are not listed in these tables
#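 HEK293 cells stably expressing RXFP1, treated 30 min at 37C with compounds plus PDE4 inhibitor Ro 20174; cAMP measured by HTRF TR-FRET. Normalized to buffer and 29 nM porcine relaxin; EC50 by Hill fit.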
# D1 potentiator: human D1 dopamine receptor positive modulation; P21728; HEK293 TREx D1 cells, calcium flux, dopamine EC20 potentiation; potentiation, % at 10 µM; hit rate 0.036% among 360,000; in the data active = potentiation above about 30%; note: 0% is about no effect
# TRHR PAM: allosterically enhances the human TRH receptor; AID 493056; P34981; enhancement, % at 2 µM; hit rate 0.66% among 360,000; TRHR cells, fluo-8 calcium fluorescence, EC20 TRH enhancement; in the data active = enhancement above about 30%; note: 0% is about no effect
# Target sequence (P34981 whole entry, looked up): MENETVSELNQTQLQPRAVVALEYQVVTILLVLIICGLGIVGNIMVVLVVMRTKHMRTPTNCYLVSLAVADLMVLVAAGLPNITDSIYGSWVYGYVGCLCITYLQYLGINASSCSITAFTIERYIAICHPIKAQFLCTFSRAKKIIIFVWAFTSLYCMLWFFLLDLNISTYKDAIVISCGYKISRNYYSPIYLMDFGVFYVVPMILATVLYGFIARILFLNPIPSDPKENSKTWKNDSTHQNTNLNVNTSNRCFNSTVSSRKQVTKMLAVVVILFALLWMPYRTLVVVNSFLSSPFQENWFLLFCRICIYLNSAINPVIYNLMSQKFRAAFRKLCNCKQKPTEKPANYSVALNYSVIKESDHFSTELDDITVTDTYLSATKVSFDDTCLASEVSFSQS
#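 TRHR-expressing cells loaded with fluo-8 calcium dye were read kinetically (ex 480/em 530) during compound addition, then stimulated with an EC20 of TRH (10 nM final). Enhancement of the Gq-mediated intracellular calcium response was scored.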
# RXFP1 antagonist: RXFP1 (human) relaxin receptor antagonism | Q9HBX9 | HEK293-RXFP1, relaxin-stimulated cAMP HTRF, 30 min; hits give low values | activity change, negative = inhibition, % at 57.5 µM | hit rate 0.59% among 350,000 | AID 1259400;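 active = activity change of -60% or lower, but not beyond a set lower limit; inconclusive = change between -60% and -40%, or beyond the set limit; inactive = change above -40%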; note: % is set by controls: 0 for no effect and ±100 for the full control effect
# D2 potentiator: positively modulates the human D2 dopamine receptor allosterically | P14416 | HEK293 T-REx D2, calcium flux, EC20 dopamine potentiation | potentiation, % at 10 µM | hit rate 0.34% among 340,000 | AID 485347;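 active = potentiation over 3 SD above the plate norm, cut at about 30% in these data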; note: 0% is about no effect
#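 Tetracycline-induced HEK293 T-REx cells force-coupled to calcium signalling expressed D2; compounds were pin-added after a 10 s baseline, read kinetically 180 s, then an EC20 dopamine challenge followed with a further 180 s calcium read.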
# D2 agonist: agonists of human D2 dopamine receptor; P14416; HEK293 T-REx D2 cells, calcium flux agonist mode; activation, % at 2 µM; hit rate 0.53% among 340,000;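 active = activation over 3 SD above normal in the single-dose calcium agonist read, cut at about 30% in these data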; note: 0% is about no effect
#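 HEK293 Trex D2 cells, tetracycline-induced, o/n 30 C 5% CO2; no-wash Ca dye, RT 30–90 min; 10-cycle baseline, 23 nl cpd added, kinetic Ca read 180 s; agonist hits = positive Ca response.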
# D2 antag: D2 dopamine receptor (human) antagonism | P14416 | AID 485344 | hit rate 2% among 340,000 | inhibition, % at 10 µM | HEK293 TREx D2 cells, calcium flux, dopamine EC80; in the data active = inhibition above about 30%; note: 0% is about no effect
#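 Read-out: kinetic calcium fluorescence (1 cycle/s) in inducible HEK293 T-REx D2 cells after an EC80 dopamine addition that followed 180 s compound preincubation. Loss of the dopamine response indicates antagonism.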
# D1 antagonist: blocks dopamine activation of the human D1 receptor | P21728 | HEK293 TREx D1 cells, calcium flux, dopamine EC80; hits give low values | activity change, negative = inhibition, % at 10 µM | hit rate 3.2% among 360,000; in the data active = activity change below about -30%; note: % is set by controls: 0 for no effect and ±100 for the full control effect
#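 Kinetic fluorescence of a calcium dye serves as the read-out. D1-expressing Hek293 Trex cells, induced overnight at 30 C, are exposed to compound for 180 s before an EC80 dopamine addition, then read 180 s further.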
# * marks the source's active call; other numbers are inactive results; ? = inconclusive; . = not tested or not shown. Only part of the results is shown (hit frequency here may not be typical).
SMILES,D1 ag,RXFP1 agonist,D1 potentiator,TRHR PAM,RXFP1 antagonist,D2 potentiator,D2 agonist,D2 antag,D1 antagonist
O=C(NCCN1CCCCC1)Nc1ccccc1F,5,5.2%,-7,1,7,-6,0.2,14,-13
CCNC(=O)c1ccc(NS(=O)(=O)c2ccc3[nH]c(=O)[nH]c3c2)cc1,5,1.9%,-7,2,-2,6,0.4,3,-41*
COc1ccc(OC)c(CN2CCN(C(=O)c3cc4ccccc4cc3O)CC2)c1,5,0.7%,3,4,-12,-9,0.3,0,-1
NNC(=O)c1sccc1OCc1cccc(C(F)(F)F)c1,19,-0.6%,-2,29,-1,4,0.8,7,-11
COc1ccc(-c2nc3c4ccccc4n(CC(=O)N4CCN(c5ccccc5F)CC4)c(=O)n3n2)cc1,-5,-4.3%,-2,-2,-1,-8,13,.,.
Cn1c(C(=O)NCCc2ccsc2)cc2c(=O)n(C)c3ccccc3c21,3,5.0%,-4,5,.,4,0.0,0,2
CC(C)COP(=O)(OCC(C)C)C(Nc1ccccc1)c1ccc2c(c1)OCO2 (stereo not drawn),3,1.8%,-9,12,.,-2,1.6,-4,-9
Cn1c(SCc2c(F)cccc2Cl)nc2ccccc2c1=O,-1,-1.8%,8,-2,3,1,0.1,12,24
CC(=O)N1CCN(c2ccc(NC(=O)c3cccc(OCc4ccccc4)c3)cc2)CC1,5,0.3%,-6,-11,-8,-7,0.2,8,-16
COC(=O)[C@@H]1CC[C@H](C)[C@@H](c2ccc(C)cc2)N1C(=O)c1ccc(/C=N/OCC[C@@H]2C=C[C@H](OC(C)=O)[C@@H](COC(C)=O)O2)cc1,8,-1.4%,-1,0,.,4,-1.0,-12,-16
CC(C)(C)NC(=O)C1CCC(CNc2c(N3CCCCC3)c(=O)c2=O)CC1 (stereo not drawn),1,5.4%,-1,2,9,-12,0.3,-2,0
Cc1noc(NS(=O)(=O)c2ccc(N/C=C/C(=O)c3cccnc3)cc2)c1C,0,?,-4,-3,22,0,0.2,-10,7
Cc1nn(C)cc1C(C(=O)NC1CCCCC1)N(C(=O)Cc1cccs1)c1ccc(F)cc1 (stereo not drawn),0,0.7%,8,-7,-12,-2,1.4,0,-3
Cc1ccc(CNS(=O)(=O)c2cnc(N)nc2)cc1,2,1.9%,-6,-4,-2,-2,1.2,.,2
CCCCn1c(-c2ccc(OC(F)F)cc2)nc2c1c(=O)[nH]c(=O)n2CC(C)C,7,3.7%,0,7,-8,33*,-2.2,-2,-7
CN1CCCN(C(=O)/C=C/c2ccc(F)cc2)CC1,1,2.8%,2,-6,1,-6,0.4,4,-6
CCOC(=O)c1c(NC(=O)CCc2ccc(CC)o2)sc(C)c1C,1,-2.6%,3,7,-9,-1,-0.4,5,0
CC(=O)/C(=N\Nc1ccc(C)cc1)Sc1nncn1C,1,0.2%,-2,-2,-5,5,1.2,10,-3
COc1ccc(S(=O)(=O)NCC2CCCN(C(=O)c3ccco3)C2)cc1 (stereo not drawn),0,0.4%,-8,-1,4,-8,-0.6,32*,-11
CN(C(=O)COC(=O)c1ccc(Cl)c(S(=O)(=O)N2CCCCC2)c1)C1(C#N)CCCCC1,6,0.8%,2,-12,7,16,0.2,13,15
COCCCn1c(=NC(=O)c2ccncc2)c(C#N)cc2c(=O)n3cccc(C)c3nc21,1,9.7%,1,2,-1,2,-1.1,-6,7
Cc1ccc(CNc2ncnc3c2nc2n3CCCC2)cc1,-1,5.5%,5,-14,5,-4,-0.7,.,3
O=C(NC1CCCC1)C(c1ccc(N2CCOCC2)cc1)N(Cc1ccccc1)C(=O)c1ccco1 (stereo not drawn),2,0.8%,-2,-7,-19,-11,0.2,5,9
COc1ccc(-c2ncccc2OC(=O)C23CC4CC(CC(C4)C2)C3)cc1,6,6.9%,-6,-3,-17,-6,-0.5,0,27
COc1ccc(C)cc1NC(=O)CCCNC(=O)Cn1cnc2sc(C)c(C)c2c1=O,3,1.6%,8,-6,7,0,-0.9,-3,-10
CCOc1cc(S(=O)(=O)n2ccnc2C(C)C)ccc1Cl,3,-0.3%,0,-4,4,-16,0.3,.,12
O=C(CN1C(=O)NC(Cc2ccccc2)C1=O)Nc1ccc(OC(F)F)cc1 (stereo not drawn),0,-0.5%,-4,5,-17,-1,0.2,2,-6
COc1ccccc1NC(=S)N(Cc1ccccc1)Cc1cccs1,12,2.3%,-2,11,3,8,-0.7,11,-54*
CCCOn1nnnc1-c1ccccc1,1,-0.9%,-1,-2,-15,3,-0.8,12,6
COC(=O)C1=C(O)/C(=C\c2cc(C)n(-c3ccc(F)cc3)c2C)N=C1C,3,0.5%,-3,-1,-22,-7,-0.5,2,-9
COc1ccc(CNC(=O)c2ccc3nc(-c4ccc(F)cc4)c(-c4ccc(F)cc4)nc3c2)cc1,-3,5.3%,-1,-1,-3,0,0.7,.,10
O=[N+]([O-])c1ccc(Cl)c(S(=O)(=O)Nc2cccc(-c3ccc(N4CCCC4)nn3)c2)c1,2,-0.1%,-2,-18,-12,.,.,.,-3
Cc1ccc(N2CCN(C(=O)c3c(C)oc4ncn(CC(C)C)c(=O)c34)CC2)c(C)c1,19,-0.9%,0,3,.,4,3.9,.,4
Cc1ccc2c(c1)c(N1CCCC1=O)c(C(=O)Nc1ccc(F)cc1F)n2C,-2,6.7%,-1,-1,.,4,-0.5,.,4
COc1cc(/C=N/n2cnnc2)ccc1OC(=O)c1ccco1,4,-1.3%,-4,-4,-11,2,.,.,-22
CSc1ccccc1NC(=O)NCCCl,1,1.2%,2,-1,-8,2,0.3,6,1
CNC(=O)c1c(NC(=O)c2cccc(C)c2)sc2c1CCC2,3,1.3%,-5,-6,8,-4,0.3,-1,5
COc1ccc(Cl)cc1S(=O)(=O)NCc1cccnc1,-1,1.5%,1,-4,-5,18,-0.9,-18,.
CSc1ccccc1C(=O)OCC(=O)N1CCCC1=O,1,0.0%,-1,5,10,52*,0.0,-9,-8
O=C(N/N=C/c1cccnc1)c1cc2ccccc2cc1O,5,-0.3%,-1,-1,-8,8,0.1,-5,11
Cc1ccc(NC(=O)C2CCCN(S(=O)(=O)c3c(C)noc3C)C2)c(Br)c1 (stereo not drawn),3,-2.1%,-1,-7,7,-2,-0.5,8,-3
CSCCC(NC(=O)COc1ccccc1)C(=O)N1CCC(C(N)=O)CC1 (stereo not drawn),1,0.2%,.,2,-3,1,0.4,-15,-31*
COc1ccccc1NC(=O)CSC1=Nc2ccccc2C2=NC(CC(=O)NCc3ccc4c(c3)OCO4)C(=O)N12 (stereo not drawn),1,-0.2%,-3,3,-5,14,0.3,.,0
COc1ccc(NC(=O)COc2ccccc2)cc1NC(=O)c1ccco1,1,0.8%,-6,14,-6,26,0.4,6,-37*
CC1CCN(C(c2cccs2)c2nnnn2Cc2ccccc2)CC1 (stereo not drawn),2,-0.3%,6,6,-13,-4,0.5,-10,4
CCC(C)NC(=O)c1cc(-c2ccccc2O)on1 (stereo not drawn),3,3.1%,0,4,-9,-19,1.0,-3,2
Cc1ccc2cc(/C=C3\N=C(c4ccccc4)OC3=O)c(N3CCOCC3)nc2c1,2,0.5%,-4,-1,-7,-2,.,.,-6
COc1ccc(OC)c(CN2CCN(C(=O)CN3C(=O)NC4(CCCC4)C3=O)CC2)c1,2,0.3%,-2,2,4,-12,0.6,-18,-13
COc1ccc(CCCc2nnc(SCC(=O)Nc3cccc(C)c3)o2)cc1C,6,0.2%,-1,-1,-16,8,-1.7,.,-18
CCOC(=O)c1ccsc1NC(=O)c1ccco1,1,0.8%,5,-10,4,9,1.2,-4,12

# Part of the list above, reformatted.
SMILES | D1 ag | RXFP1 agonist | D1 potentiator | TRHR PAM | RXFP1 antagonist | D2 potentiator | D2 agonist | D2 antag | D1 antagonist
Cc1ccc(N2CCN(C(=O)c3c(C)oc4ncn(CC(C)C)c(=O)c34)CC2)c(C)c1 | 19 | -0.9% | 0 | 3 | . | 4 | 3.9 | . | 4
CSCCC(NC(=O)COc1ccccc1)C(=O)N1CCC(C(N)=O)CC1 (stereo not drawn) | 1 | 0.2% | . | 2 | -3 | 1 | 0.4 | -15 | -31*

# (further entries)
SMILES,D1 ag,RXFP1 agonist,D1 potentiator,TRHR PAM,RXFP1 antagonist,D2 potentiator,D2 agonist,D2 antag,D1 antagonist
Cc1nnc(SCC(=O)NNC(=O)c2ccccc2)n1N,1,-0.6%,-4,3,-2,17,0.7,-35,16
CCCC[n+]1ccn(C2=C([O-])c3ccccc3C(=O)/C2=N\S(=O)(=O)c2ccc(Cl)cc2)c1,1,2.1%,-2,-2,.,5,-1.0,34*,-1
COc1ccc(NC(=O)c2cc3c(=O)n(C)c4cc(Cl)ccc4c3s2)cc1Cl,2,-0.6%,-5,-5,-4,-13,-0.4,.,1
Cc1ccc(/C=N/NC(=O)Cn2cnc3c2c(=O)n(C)c(=O)n3C)s1,1,17%,-3,0,-2,4,0.8,9,0
O=C(N/N=C/C(Br)=C/c1ccccc1)c1cnccn1,2,-3.6%,-6,1,-32,-15,0.5,-11,-28
CN1CCN(CC(=O)c2ccccc2F)CC1,4,6.6%,0,2,-3,9,-1.9,-8,0
Cc1nc2ccc(-c3ccccc3)cc2o1,1,0.1%,-3,-7,-6,4,-0.9,0,-46*
COCC(=O)Nc1cc(C(=O)NCC(C)C)ccc1Cl,1,3.1%,-6,-3,3,2,0.4,3,7
COc1cccc(Cl)c1NC(=O)N1CCc2c([nH]c3ccccc23)C1C(F)(F)F (stereo not drawn),0,-2.1%,-3,11,-75*,4,0.1,5,-3
CC1Cc2ccccc2N1C(=O)c1cccnc1 (stereo not drawn),3,0.0%,-6,1,-8,16,-0.5,-9,-16

# Entries shown so far that have a cyano group (two):
SMILES,D1 ag,RXFP1 agonist,D1 potentiator,TRHR PAM,RXFP1 antagonist,D2 potentiator,D2 agonist,D2 antag,D1 antagonist
CN(C(=O)COC(=O)c1ccc(Cl)c(S(=O)(=O)N2CCCCC2)c1)C1(C#N)CCCCC1,6,0.8%,2,-12,7,16,0.2,13,15
COCCCn1c(=NC(=O)c2ccncc2)c(C#N)cc2c(=O)n3cccc(C)c3nc21,1,9.7%,1,2,-1,2,-1.1,-6,7

# The list continues.
SMILES,D1 ag,RXFP1 agonist,D1 potentiator,TRHR PAM,RXFP1 antagonist,D2 potentiator,D2 agonist,D2 antag,D1 antagonist
CCCC(O)(CCN1CCCCC1)c1ccc(OCC)cc1 (stereo not drawn),3,1.6%,-2,-2,.,5,0.4,4,-10
COc1nc2ccccc2nc1N1CCN(c2ccc(F)cc2)CC1,1,2.3%,-1,0,-8,2,0.1,-5,-2
O=C1CCCc2[nH]c3cccc(/C(=C/c4ccccc4)c4ccccc4)c3c21,0,0.5%,-6,29,.,-7,1.2,19,-23
CCc1ccc(NC(=O)Cn2c(=O)n(CCC(=O)NC3CCN(Cc4ccccc4)CC3)c(=O)c3ccccc32)cc1,0,0.0%,0,-1,-5,.,.,.,-1
